TbPYK inhibitor = qHTS of Trypanosoma Brucei Inhibitors | pyruvate kinase (Trypanosoma brucei), Q57TT1 | TbPYK enzyme, Kinase-Glo Plus ATP luminescence, 45 min | Potency, µM (doses to about 76.8 µM), inactives show at the top dose activity, negative = inhibition, usual class: inhibitors | 410,000 tested, 0.12% active; active = well fitted inhibition curve with a large enough effect; inconclusive = small, poorly fitted or top-dose-only effect; also: nearly all actives have a fitted effect of over 50% in size
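Glycolytic pyruvate kinase of T. brucei was incubated with substrate, test compound and 130 uM ADP for 45 minutes at room temperature. Luminescent Kinase-Glo Plus signal was measured after 10 minutes.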
The depositor's hits bear a star; ? = inconclusive. % is scaled to controls: 0 for no effect and ±100 for the full control effect; potency is read from the fitted curve at half-maximal effect.

Structure	TbPYK inhibitor
O=c1cc(CN2CCCCCCC2)c2ccccc2o1	0%
CC1(C(=O)NCc2ccco2)Cc2c(-c3cccc(C(N)=O)c3)ccnc2O1 (stereo unspecified)	8%
CC(C)c1ccc(NC(=O)C2(C)Cc3c(-c4cccc(C(N)=O)c4)ccnc3O2)cc1 (stereo unspecified)	6%
O=C1NC(=O)C([N+](=O)[O-])=C(O)C1=O	-1%
Cc1ccc(C)c(C(O)c2ncc(-c3ccc4ccccc4c3)[nH]2)c1 (stereo unspecified)	-15%
COCCNc1nc(NCc2ccccc2)nc2ccsc12	-2%
Cc1ccccc1-c1csc(C(O)c2cccc(Cl)c2)n1 (stereo unspecified)	1%
CCCS(=O)(=O)NC(=O)C1(C)CCCN(C(=O)c2cc(C(C)(C)C)nn2C)C1 (stereo unspecified)	-2%
COc1ccccc1-c1cc(NC(C)=O)c2ncc(-c3ccc(F)cc3)n2c1	-8%
COc1cc(C(O)c2nc(-c3cccc(C(F)(F)F)c3)cs2)ccc1F (stereo unspecified)	-3%
NC(Cc1ccc(C(F)(F)F)cc1)c1csc(Nc2ccccn2)n1 (stereo unspecified)	0%
CCCCCCNC(=O)O[C@H]1Cn2c(=O)ccc(=O)n2[C@@H]2CN(S(=O)(=O)c3ccc(C)cc3)C[C@]12O	-4%
O=C(NNC(=O)c1ccco1)c1ccco1	-6%
COC(=O)N1CCC[C@@]2(CCN(C(=O)NC(C)C)C2)C1	-9%
CCCNC(=O)c1cc(C2CCCN(S(=O)(=O)c3cccc4cccnc34)C2)on1 (stereo unspecified)	-1%
O=C(c1csnn1)N1CCC2(CC1)CN(c1ccccc1)C2	0%
Cc1ccc(F)cc1C(=O)N1CCCC(c2cc(C(=O)NCc3ccccc3)no2)C1 (stereo unspecified)	-5%
O=S1(=O)CC(N2CCN(Cc3ccccc3F)CC2)CN1Cc1cn(Cc2cccc(C(F)(F)F)c2)nn1 (stereo unspecified)	3%
O=C1NC[C@H](CCCCN2CCN(CCC3CCCCC3)C(=O)C2=O)N(CC2CCCCC2)C1=O	-4%
COC12c3ccccc3-c3ccccc3C1C(C(=O)O)C2C(=O)O (stereo unspecified)	-3%
CC(C)C1C(=O)N(Cc2cn(CCC3OCCO3)nn2)CCS(=O)(=O)N1Cc1ccc(-c2ccc(F)cc2Cl)cc1 (stereo unspecified)	-4%
O=C(NCc1ccccc1F)C1CC(=O)N(Cc2ccco2)C1 (stereo unspecified)	-2%
CCOC(=O)C1(C)CCN1C(=O)c1cc(F)cc(F)c1 (stereo unspecified)	-1%
CC(=O)OC[C@@H]1CN(Cc2ccccc2)C[C@H](n2ccc3c(N)ncnc32)O1	2%
COc1ncnc2c1ncn2CCCNCc1ccco1	-3%
COc1cc2ccccc2cc1C(=O)N/N=C/c1cccs1	-4%
C[C@@H]1Cn2cnc(C(=O)NCC(=O)OC(C)(C)C)c2C(=O)N1	-2%
NC1(CO)COC(c2ccccc2)OC1 (stereo unspecified)	-13%
CC1(Cc2ccc(OC(F)(F)F)cc2)C(=O)Nc2c(Cl)ccc(Cl)c21 (stereo unspecified)	-1%
CC1(C(=O)NS(=O)(=O)c2ccc(C#N)cc2)CCN1C(=O)Cc1ccc(Cl)cc1Cl (stereo unspecified)	2%
CN1CCN(c2ccncc2S(=O)(=O)N2CCCC2)CC1	-7%
Cn1c(NCc2ccccc2)nc2cc(-c3ccccc3)sc2c1=O	0%
CCOC(=O)[C@]12Cc3cc4ccccc4cc3[C@H]1N(Cc1ccccc1)C(=O)c1cc(OC)ccc12	0%
Cc1ccc(NC(=O)CSCC(=O)N(C)Cc2c(F)cccc2Cl)cc1	-9%
CC(C)c1ccc(Nc2nc(N3CCOCC3)nc(N3CCOCC3)n2)cc1	0%
CC1(C(=O)NS(=O)(=O)c2ccc3c(c2)CCO3)CCN1C(=O)C1(c2ccc(Cl)cc2)CCC1 (stereo unspecified)	-3%

Reprinted at random: four entries already listed.
Structure	TbPYK inhibitor
Cc1ccc(NC(=O)CSCC(=O)N(C)Cc2c(F)cccc2Cl)cc1	-9%
COc1cc2ccccc2cc1C(=O)N/N=C/c1cccs1	-4%
Cn1c(NCc2ccccc2)nc2cc(-c3ccccc3)sc2c1=O	0%
CC1(C(=O)NS(=O)(=O)c2ccc(C#N)cc2)CCN1C(=O)Cc1ccc(Cl)cc1Cl (stereo unspecified)	2%

A draw from above in order of count of non-hydrogen atoms, low to high:
Structure	TbPYK inhibitor
Cn1c(NCc2ccccc2)nc2cc(-c3ccccc3)sc2c1=O	0%
Cc1ccc(NC(=O)CSCC(=O)N(C)Cc2c(F)cccc2Cl)cc1	-9%
CC(=O)OC[C@@H]1CN(Cc2ccccc2)C[C@H](n2ccc3c(N)ncnc32)O1	2%

Following part.
Structure	TbPYK inhibitor
OC(Cc1ccccc1Br)c1ncc(-c2ccc(Cl)cc2)[nH]1 (stereo unspecified)	-2%
OC[C@H]1O[C@@H](c2nc(-c3ccc4c(c3)CCO4)no2)[C@H](O)[C@@H](O)[C@H]1O	4%
O=C1NC[C@@H](CCCCN2CCN(CC3CCCCC3)C(=O)C2=O)N(CC2CCCCC2)C1=O	-7%
c1ccc(N=NC2=NN(c3ccccc3)CS2)cc1	-10%
COc1ccc(-n2nnnc2C(c2ccccc2)N2CCC3(CC2)C(=O)NCN3c2ccccc2)cc1 (stereo unspecified)	-9%
CCOc1ccc(Cl)cc1-c1cc(C(=O)Nc2cc(OC)ccc2OC)[nH]n1	6%
Cc1cccc(C)c1C(O)c1ncc(-c2ccccc2C(F)(F)F)[nH]1 (stereo unspecified)	9%
C[C@@H]1CCCCO[C@@H](CN(C)S(=O)(=O)c2ccc(F)cc2)[C@@H](C)CN([C@H](C)CO)C(=O)c2cc(N(C)C)ccc2O1	?
CC(C)C[C@H]1CN([C@@H](CC(C)C)CN2CCC[C@@H]2CN2C(=S)NC[C@@H]2Cc2ccc(O)cc2)C(=S)N1CCc1ccccc1	2%
O=C(Cn1sc2ccccc2c1=O)Nc1ccc(F)cc1	?
CC1=C(C(=O)N2CCOCC2)CC(CC(=O)NCC2CCCCC2)C(=O)N1CCC1=CCCCC1 (stereo unspecified)	-7%
Fc1ccc(-c2nc3c4ccccc4ccn3c2Cc2ccccc2)cc1	3%
Cc1ccccc1NC(=O)Cc1nc(COC(=O)CNC(=O)c2ccc(Cl)cc2Cl)cs1	-3%
CC(C)Oc1cc(F)ccc1-c1cc(C(=O)NCCCn2ccnc2)[nH]n1	4%
C[C@H]1CN([C@@H](C)CO)C(=O)CCCn2nncc2CO[C@@H]1CN(C)S(=O)(=O)c1cn(C)cn1	-9%
CCCCCCN1C[C@H](n2cc(-c3ccc(F)cc3)nn2)[C@@H](O)C[C@@H]1c1ccc(OC)cc1	-3%
O=C(Nc1c(-c2ccc3c(c2)OCO3)[nH][nH]c1=O)c1ccccc1	-2%
O=C(Oc1ccccc1)N1CCC2(CCCN(c3cccc(-c4ccccc4)c3)C2)CC1	-3%
CC(=O)Oc1ccccc1Cn1c(C)c(C(=O)NCCC#N)sc1=O	2%
CCCC1NC(=O)c2cc3ccccc3cc2-n2c1nc1ccc(C)cc1c2=O (stereo unspecified)	3%
COc1cc(F)ccc1-c1cc(C(=O)Nc2ccc(NC(C)=O)cc2)[nH]n1	1%
COc1ccc(C(=O)OCc2cc(=O)oc3c(C)c(C)ccc23)cc1S(=O)(=O)N1CCOCC1	-8%
CCCNC(=O)C1(C)CCN(C(=O)c2c(Cl)cccc2Cl)C1 (stereo unspecified)	5%
CCNC(=O)N1Cc2ccccc2-n2nncc2C1	0%
CC1(C(=O)Nc2cccc(OC(F)(F)F)c2)Cc2c(-c3cccc(C(F)(F)F)c3)ccnc2O1 (stereo unspecified)	-1%
OC[C@@H]1CN(Cc2ccc(Cl)cc2)C[C@H](n2cnc3c(NCc4ccc(F)cc4)ncnc32)O1	1%
CC(C)NC(=O)N1CC2(CCN(S(=O)(=O)c3ccccc3)CC2)C1	4%
CCOC(=O)[C@]12CCC=C1N(Cc1ccc3c(c1)OCO3)C(=O)[C@H](CC(=O)NCCCOC)C2	0%
COc1ccc(-c2cc(C(=O)Nc3cc(OC)c(OC)c(OC)c3)[nH]n2)c(C)c1	3%
C[C@H](CO)N1C[C@H](C)[C@@H](CN(C)S(=O)(=O)c2cn(C)cn2)Oc2ncc(Br)cc2C1=O	8%
CN(C)c1cccc(CNC(=O)c2ccc3nc([C@H]4C[C@H](O)[C@@H](CO)O4)[nH]c3c2)c1	1%
Cc1cccc(C)c1-n1nnnc1C1(C)CCC(=O)N1C1CCN(Cc2ccccc2)CC1 (stereo unspecified)	-5%
CCCCn1c(N)c(N(Cc2ccccc2OC)C(=O)C(C)Oc2cccc(Cl)c2)c(=O)[nH]c1=O (stereo unspecified)	1%
COc1ccc(S(=O)(=O)N2CCCCCC2)cc1NC(=O)Cc1cccc(C(F)(F)F)c1	-7%
O=C1CCCCC(=O)[C@H](OC(=O)c2ccccc2)C[C@H](c2ccccc2)O1	0%
COc1ccc(CNC(=O)C2Cc3c(-c4ccccc4Oc4ccccc4)ccnc3O2)cc1OC (stereo unspecified)	-2%
Cc1cc(/C=N/NC(=O)c2ccoc2C)cc(C)c1O	-8%
O=c1c(-c2ccccc2)nc2cnc(Oc3ccccc3)nc2n1Cc1cccs1	-1%
COc1ccc(Oc2ncc3nc(-c4cn(C)c5ccccc45)c(=O)n(CCC#N)c3n2)cc1	-31%
C[C@H](CO)N1C[C@H](C)[C@@H](CN(C)Cc2cccc3c2OCCCO3)OCc2cnnn2CCCC1=O	0%
COc1ccccc1N1CCN(Cc2cc(=O)oc3cc(C)ccc23)CC1	1%
CC(C)C[C@H]1CNC(=O)C(=O)N1C[C@@H]1CCCN1C[C@H](CC(C)C)N1C[C@H](Cc2ccccc2)N(CCc2ccccc2)C(=O)C1=O	7%
COc1cccc(CSC(C(=O)O)c2ccccc2)c1 (stereo unspecified)	-14%
CC1C(=O)N(Cc2cn(CCC3OCCO3)nn2)CCS(=O)(=O)N1Cc1ccc(-c2ccccc2)cc1 (stereo unspecified)	-5%
COc1ccccc1CN1CCC2(CC1)CCN(C(=O)c1ccco1)CC2	-9%
O=C(NCC1CC1)c1ccc2sc([C@H]3C[C@H](O)[C@@H](CO)O3)nc2c1	2%
CC(C)CNC(=O)C1(C)CCCN1C(=O)c1ccc2c(c1)CCO2 (stereo unspecified)	0%
Cc1ccc2oc3c(SCc4nc5ccccc5[nH]4)nc(C)nc3c2c1	-3%
C[C@H](CO)N1C[C@H](C)[C@@H](CN(C)C(=O)c2cc(-c3ccccc3)on2)OCc2cnnn2CCCC1=O	8%
Cc1cc2nc(-c3nnnn3C3CCCCC3)c(=O)[nH]c2cc1C	-6%
CC(=O)NCCc1ccc(C(=O)COC(=O)c2cccs2)cc1	-1%
CC1(C)CC(=O)C2=C(C1)OC1=C(C(=O)CC(C)(C)C1)C2c1ccccc1Cl	3%
CCOC(=O)c1c(C)nsc1NC(=O)C1(C)CCN1C(=O)CC (stereo unspecified)	6%
CCCS(=O)(=O)NC(=O)C1(C)CCN(C(=O)c2ccc(C(F)(F)F)nc2C)C1 (stereo unspecified)	-3%
OC(c1ccc(F)c(F)c1)c1nc(-c2cnc3ccccc3c2)cs1 (stereo unspecified)	5%
COc1ccc(S(=O)(=O)N(C)C[C@H]2OCc3cn(nn3)CCCC(=O)N([C@@H](C)CO)C[C@@H]2C)cc1	4%
Cc1sc2ncnc(N3CCN(S(=O)(=O)c4ccc(Br)cc4)CC3)c2c1C	-4%
CC1=C(C(=O)N(C(C)C)C(C)C)CC(CC(=O)NCc2cccc3ccccc23)C(=O)N1CCCN1CCCC1=O (stereo unspecified)	-11%
Cc1ccc(S(=O)(=O)NC(=O)C2(C)CCN2C(=O)Cc2ccc(-c3ccccc3)cc2)nc1 (stereo unspecified)	5%
C[C@@H]1CN([C@H](C)CO)C(=O)c2cc(C#CC3CC3)cnc2O[C@H]1CN(C)S(C)(=O)=O	3%

A few values from the entries so far:
C[C@@H]1CN([C@H](C)CO)C(=O)c2cc(C#CC3CC3)cnc2O[C@H]1CN(C)S(C)(=O)=O in TbPYK inhibitor reads 3%
Cc1ccccc1NC(=O)Cc1nc(COC(=O)CNC(=O)c2ccc(Cl)cc2Cl)cs1 in TbPYK inhibitor reads -3%

New compounds follow
Structure	TbPYK inhibitor
c1ccc2cc(C3OCC4(CCCC4)CO3)ccc2c1	-4%
C[C@H](CO)N1C[C@H](C)[C@@H](CN(C)Cc2cccnc2)Oc2ncc(-c3cccc(C#N)c3)cc2C1=O	0%
CCOC1=C2[C@@H](CN(S(=O)(=O)c3ccc(C)cc3)[C@H]2c2ccc(CC)cc2)[C@H]2C(=O)N(c3ccccc3)C(=O)[C@H]2C1	-1%
Cc1ccc(-n2c(COc3ccccc3)nnc2SCC(=O)O)cc1	3%
COc1ccc(-c2cc(NC=O)c3ncc(-c4cnn(C)c4)n3c2)cc1	-8%
COc1ccc(-c2nc3c(C)cc(Br)cn3c2CC(C)(C)C)cc1OC	-3%
COc1ccc(NC(=O)c2cc(-c3cc(Cl)ccc3OC)n[nH]2)cc1OC	-2%
Cc1nc2cnc(N3CCN(C)CC3)nc2n(Cc2cccs2)c1=O	-7%
O=C(COC(=O)c1ccc(F)cc1F)Nc1ccc(S(=O)(=O)N2CCOCC2)cc1	2%
Cc1cc(C)n2c(NC3CCCCC3)c(-c3cccnc3)nc2n1	1%
Nc1ccn([C@@H]2O[C@H](C(=O)N3CCCN(Cc4ccccc4F)CC3)[C@@H](O)[C@H]2O)c(=O)n1	-9%

High-throughput results as filed in PubChem.

A portion of the library; rates above refer to the full screens.
